Screening results deposited in PubChem by several laboratories.
NPY1 pot ag: human NPY-Y1 potentiation or agonism, primary screen; P25929; NPY-Y1 expressing cells, potentiator/agonist activation; activation, % at 3.6 µM; 0.37% of 220,000 active; AID 1304; in the data active = activation above about 33%, passing the limit was not always enough;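 also: cells stimulated with NPY at EC10 then isoproterenol at EC100; 0% = low agonist plus stimulus and 100% = saturating agonist plus stimulus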
NPY-Y1 antag: antagonists of human neuropeptide Y receptor Y1; P25929; inhibition, % at 3.6 µM; AID 1040; 1% of 200,000 active; HEK293-CNG Y1 cells, membrane potential fluorescence; NPY at EC95, then isoproterenol;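 active = inhibition above the campaign mean inhibition of all tested compounds plus 3 SD, cut at about 20% in these data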;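 also: 0% = DMSO wells given NPY plus isoproterenol and 100% = isoproterenol alone without NPY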
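Assay system: HEK293 Y1/CNG channel cell line; Doses: single compound dose of 3.6 µM, 0.4% DMSO; Timing: dye 3 h, compound 60 min room temperature, stimulation 45 min; Technique: Membrane-potential fluorescent dye readout; Measure: % inhibition of NPY effect.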
S1P4 agonist: human S1P4 receptor agonism; O95977; S1P4-expressing cell line, agonist reporter assay; activation, % at 4.98 µM; 0.35% of 220,000 active; in the data active = activation above about 11%;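 also: 0% = DMSO vehicle and 100% = reference agonist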
Target sequence (O95977 whole entry, looked up): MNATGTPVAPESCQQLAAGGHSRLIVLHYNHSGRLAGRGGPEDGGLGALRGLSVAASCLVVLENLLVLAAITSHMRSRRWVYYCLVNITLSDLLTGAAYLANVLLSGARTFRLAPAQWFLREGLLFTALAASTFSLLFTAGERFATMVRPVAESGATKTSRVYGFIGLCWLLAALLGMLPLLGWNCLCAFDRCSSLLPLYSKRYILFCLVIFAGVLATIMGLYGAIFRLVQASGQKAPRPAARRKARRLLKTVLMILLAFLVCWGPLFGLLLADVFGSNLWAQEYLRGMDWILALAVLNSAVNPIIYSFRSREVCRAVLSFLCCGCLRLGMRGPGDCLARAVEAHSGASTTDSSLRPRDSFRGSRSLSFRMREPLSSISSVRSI
EP2 modulator: modulators of human EP2 prostaglandin E2 receptor | EP2-expressing cells, cAMP HTRF FRET, PGE2 co-stimulation | induction, % at 25 µM | 0.83% of 260,000 active;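 active = compounds whose cAMP rise, as percent of the full-agonist control response, exceeds 60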;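 also: rat C6 glioma line stably carrying human EP2 under a CMV promoter; the protocol text gives 20 µM as final concentration; 100% = response of wells given 1 µM PGE2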
Target sequence (P43116 whole entry, looked up): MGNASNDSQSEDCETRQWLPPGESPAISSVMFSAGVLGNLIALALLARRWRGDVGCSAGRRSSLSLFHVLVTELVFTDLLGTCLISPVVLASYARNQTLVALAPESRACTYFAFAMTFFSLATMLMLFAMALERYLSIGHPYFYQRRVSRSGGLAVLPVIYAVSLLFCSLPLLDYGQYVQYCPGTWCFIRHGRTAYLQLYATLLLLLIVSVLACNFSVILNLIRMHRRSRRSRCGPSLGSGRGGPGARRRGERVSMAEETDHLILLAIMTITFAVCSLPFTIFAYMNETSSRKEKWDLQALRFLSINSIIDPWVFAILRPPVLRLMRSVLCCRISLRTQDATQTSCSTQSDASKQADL
p97 inhibitor: human p97 ATPase inhibition | recombinant p97 ATPase, Kinase-Glo ATP luminescence, 3 h | 0.42% of 220,000 active | inhibition, % at 8 µM | AID 1481 | P55072; in the data active = inhibition above about 15%;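 also: 0% = DMSO vehicle and 100% = wells lacking enzyme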
PGE2 EP2 inh: blocks the human prostaglandin E2 receptor EP2; inhibition, % at 25 µM; P43116; 0.52% of 260,000 active; AID 1422; C6 glioma cells expressing human EP2, cAMP TR-FRET; cells stimulated with saturating PGE2;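 active = percent inhibition above 40 after rounding to a whole number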;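 also: rat C6 glioma host cells with rolipram phosphodiesterase inhibitor present; the protocol text gives 20 µM as final concentration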
S1P4 antag: blocks the human S1P4 receptor; O95977; S1P4-expressing cells, antagonist mode, reporter read-out; 0.26% of 220,000 active; inhibition, % at 4.98 µM; in the data active = inhibition above about 29%;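 also: 0% = wells stimulated with agonist and 100% = vehicle wells without agonist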
NPY2 pot ag: potentiators or agonists of human neuropeptide Y receptor Y2 | P49146 | cells expressing NPY-Y2, potentiator/agonist read-out | activation, % at 3.6 µM | 0.45% of 220,000 active | AID 1359; in the data active = activation above about 27%;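 also: cells stimulated with NPY near EC25 plus isoproterenol at EC100; 0% = vehicle plus submaximal agonist and 100% = vehicle plus saturating agonist; some results beyond the cut were filed as inactive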
eIF4E 4G PPI: blocks eIF4E binding to eIF4G; P63073+Q04637; TR-FRET eIF4E-eIF4GI(517-606) binding, 2 h; inhibition, % at 21.7 µM; 0.37% of 220,000 active;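 active = inhibition above about 30%, limit read from the data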;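 also: 0% = full FRET control wells and 100% = background wells lacking eIF4GI fragment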
The depositor's hits bear a star; . = not tested or not shown; & = joins results of further samples; [ ] = another dose, or the depositor's remark.

SMILES	NPY1 pot ag	NPY-Y1 antag	S1P4 agonist	EP2 modulator	p97 inhibitor	PGE2 EP2 inh	S1P4 antag	NPY2 pot ag	eIF4E 4G PPI
O=C(c1cccc(Cl)c1)C1CCCN(Cc2ccon2)C1 (configuration not stated)	-8	8	1.2	-15	-6	3	-15	8	-1
CC(=O)N(C1=NCCCS1)c1ccc(F)cc1	0	-6	-0.4	7	0	3	-21	-13	-6
Cn1c(O)c(C(=Nc2ccc(F)cc2)c2ccccc2)c(=O)n(C)c1=O	-7	.	0.0	19	0	7	4	-10	-1
COc1ccc(C2C(C(=O)N3CCC4(CC3)OCCO4)c3cc(OC)c(OC)cc3C(=O)N2C)cc1 (configuration not stated)	1	2	1.3	13	0	8	-3	-1	-4[fluorescence artefact?]
Fc1ccccc1N1CCN(Cc2ccc3c(c2)OCO3)CC1	14	6	-1.9	-9	3	9	9	11	-9
CC(=O)[C@H]1CC[C@H]2[C@@H]3CC[C@H]4C[C@H](O)CC[C@]4(C)[C@H]3C(=O)C[C@]12C	8	-2	-1.6	18&18	-9	17&16	2	5	-1
COc1cccc(C(=O)C2CCCN(Cc3ccccn3)C2)c1 (configuration not stated)	7	1	1.5	-2	-2	3	-2	-17	0
CCC(CC)NCc1c[nH]c2ccccc12	10	0	2.0	24	1	11	-21	-10	4
Nc1ccccc1C(=O)OCC(=O)Nc1ccc(Br)cc1F	-5	5	-0.9	-9	-4	9	8	-7	0
CC1CN=C(Nc2ccccc2)S1 (configuration not stated)	8	0	0.5	27	3	11	-3	15	15[fluorescence artefact?]
CCOP(=S)(OCC)SCOC(=O)NCC(=O)OC	4	-1	-2.1	5	3	12	-14	-5	-6
CCOC(=O)c1ccc(NC(=O)C2C3C=CC(O3)C2C(=O)O)cc1 (configuration not stated)	-14	4	-0.7	27	3	7	-14	-6	2
O=c1[nH]c(O)c(C=NC2CCN(Cc3ccccc3)CC2)c(=O)[nH]1	-2	-7	0.6	.	5	18	9	-11	.
COc1ccc(-c2cc(C(F)(F)F)n3nc(C(=O)N4CCC5(CC4)OCCO5)cc3n2)cc1OC	-7	7	0.5	1	-2	13	-17	-15	0
Cc1ccc2cc3cc(C(=O)N4CCC5(CC4)OCCO5)oc3nc2c1	-25	5	3.3	-55	4	7	-21	-1	9
O=C1NC(=S)NC(=O)C12C(c1ccc(F)cc1)NC(=S)NC2c1ccc(F)cc1 (configuration not stated)	-16	4	-0.3	6	-2	7	-18	-4	3
O=C1c2ccccc2C2(c3ccc(Cl)cc3)NCCN12 (configuration not stated)	19	-1	0.7	20	-2	.	1	3	6
COc1ccc(OC)c(N2Cc3ccccc3C2=N)c1	-12	3	-0.2	8	-3	4	1	-5	2
O=C1/C(=C\c2ccncc2)N2CCC1CC2	-4	.	0.2	6	5	8	-4	-10	-1
CCCCn1c(O)c(/C=N/NC(=O)c2ccncc2)c(=O)[nH]c1=O	0	.	0.6	7	7	13	-1	10	-10
Cc1ccc(NC(=O)CN2C(=O)CN=C(c3ccccc3)c3cc(Cl)ccc32)cc1	25	-5	1.7	-2	5	7	-13	11	-2
CC(=O)OC1N=C(c2ccccc2)c2ccccc2NC1=O (configuration not stated)	9	0	0.3	10	5	6	-21	0	-4[fluorescence artefact?]
CCCCn1c(O)c(C(CC)=NCCCN(C)C)c(=O)[nH]c1=O	9	-1	1.8	10	4	3	6	3	3
CCCC(=O)NC(Oc1ccc(C(C)=O)cc1)C(Cl)(Cl)Cl (configuration not stated)	3	0	1.0	-10	-2	6	8	11	4
CC(C)CN1CCN(Cc2ccc(C(F)(F)F)cc2)CC1CCO (configuration not stated)	-14	.	0.0	-29	-6	5	-3	-2	4
Cn1c(O)c(C=NC2C(=O)C3(C)CCC2C3(C)C)c(=O)n(C)c1=O (configuration not stated)	10	-1	-0.4	20	-7	7	1	8	-3
Nc1c2c(nc3sc4c(c13)CCCC4)CCCC2	-9	12	-0.9	-49	0	9	2	-10	3
C=CCn1c(O)c(C(CC)=NC(C)c2ccccc2)c(=O)[nH]c1=O (configuration not stated)	-3	0	-0.7	-8	-5	12	-17	-19	4
CCCCCCCCCOc1ccc2[nH]cc(CCN)c2c1	31	0	1.8	.	10	22	17	36	25
CCCC12CN3CN(C1)CC(CCC)(C3)C2O (configuration not stated)	0	-3	5.0	3	-2	7	-10	6	1
CC(=O)OC(C)(C)/C=C/C(=O)[C@](C)(O)[C@H]1[C@H](O)C[C@@]2(C)[C@@H]3CC=C4[C@H](C[C@H](O)C(=O)C4(C)C)[C@]3(C)C(=O)C[C@]12C	-48	108*	-1.4	10	6	4	67*	0	3
CCOC(=O)C1CCN(/C=C2/C(=O)NC(=O)N(Cc3ccco3)C2=O)CC1	5	-1	1.1	6	0	18	-20	-4	2
Cc1cc(=O)[nH]c(CCl)n1	5	-4	-0.2	23	1	1	-4	-4	2
O=C(COC(=O)Cc1ccccc1)Nc1cc(S(=O)(=O)N2CCOCC2)ccc1N1CCCC1	-1	-3	-1.0	12	-4	12	-20	5	0
c1ccc2c(CNC3CCCCCC3)c[nH]c2c1	-11	5	2.6	-11	-3	4	0	-3	10
c1ccc(C2N3CCCN23)cc1 (configuration not stated)	-3	3	0.8	8	6	14	-22	-11	-5[fluorescence artefact?]
CC12CN3CC(C)(CN(C1)C31CCOCC1)C2=O	-7	5	-0.2	15	1	2	-5	-5	3
COc1ccc(CNC(C)Cc2cccs2)cc1 (configuration not stated)	-4	0	0.2	-15	4	4	-1	12	4
CCC(=NCc1ccco1)c1c(O)n(-c2ccccc2C)c(=O)[nH]c1=O	-25	.	-0.9	-14	-5	4	12	-16	5
CC1(C)CN=C(Nc2ccc(F)c(Cl)c2)S1	11	.	0.5	4	5	9	-4	4	4
Cc1cc(S(=O)(=O)NC(C)C)ccc1OCC(=O)N1CCN(Cc2ccc3c(c2)OCO3)CC1	-24	-12	-1.6	-2	-1	13	-19	15	13
CN(C)C(Cc1ccc(C#N)cc1)C(=O)c1ccccc1 (configuration not stated)	-7	1	-1.6	11	3	3	-2	11	2
CN(C)C(=O)Oc1ccc(OC(=O)c2ccccc2)cc1	5	9	-1.5	13	-10	8	5	-5	-6
COc1ccccc1CCNC1CCC(C(C)(C)C)CC1 (configuration not stated)	-56	29*	-0.5	-10	-5	5	20	11	-2
CCC(N)Cc1c[nH]c2ccccc12 (configuration not stated)	15	.	-0.2	18	7	11	-22	2	-2

Structures shown so far containing two or more sulfur atoms (two):
SMILES	NPY1 pot ag	NPY-Y1 antag	S1P4 agonist	EP2 modulator	p97 inhibitor	PGE2 EP2 inh	S1P4 antag	NPY2 pot ag	eIF4E 4G PPI
CCOP(=S)(OCC)SCOC(=O)NCC(=O)OC	4	-1	-2.1	5	3	12	-14	-5	-6
O=C1NC(=S)NC(=O)C12C(c1ccc(F)cc1)NC(=S)NC2c1ccc(F)cc1 (configuration not stated)	-16	4	-0.3	6	-2	7	-18	-4	3

Molecules above that contain a thiophene ring, fused or not:
SMILES	NPY1 pot ag	NPY-Y1 antag	S1P4 agonist	EP2 modulator	p97 inhibitor	PGE2 EP2 inh	S1P4 antag	NPY2 pot ag	eIF4E 4G PPI
Nc1c2c(nc3sc4c(c13)CCCC4)CCCC2	-9	12	-0.9	-49	0	9	2	-10	3
COc1ccc(CNC(C)Cc2cccs2)cc1 (configuration not stated)	-4	0	0.2	-15	4	4	-1	12	4

Rewritten with two lines to a compound: part of the list above
Second line of a record – NPY1 pot ag	NPY-Y1 antag	S1P4 agonist	EP2 modulator	p97 inhibitor	PGE2 EP2 inh	S1P4 antag	NPY2 pot ag	eIF4E 4G PPI
O=C(c1cccc(Cl)c1)C1CCCN(Cc2ccon2)C1 (configuration not stated)
 : -8	8	1.2	-15	-6	3	-15	8	-1
CC(=O)N(C1=NCCCS1)c1ccc(F)cc1
 : 0	-6	-0.4	7	0	3	-21	-13	-6
Cn1c(O)c(C(=Nc2ccc(F)cc2)c2ccccc2)c(=O)n(C)c1=O
 : -7	.	0.0	19	0	7	4	-10	-1

The results go on.
SMILES	NPY1 pot ag	NPY-Y1 antag	S1P4 agonist	EP2 modulator	p97 inhibitor	PGE2 EP2 inh	S1P4 antag	NPY2 pot ag	eIF4E 4G PPI
CC12CCC3C(CC=C4CC(O)CCC43C)C1C/C(=C\c1cccc(F)c1)C2=O (configuration not stated)	12	-2	-0.7	5	1	3	-10	1	0
CC(=NCc1cccnc1)c1c(O)n(Cc2ccccc2)c(=O)[nH]c1=O	8	-1	0.3	26	-1	20	-14	0	0
COc1cccc(-n2c(O)c(C=NCc3ccc4c(c3)OCO4)c(=O)[nH]c2=O)c1	0	0	-1.8	17	3	-2	-2	-8	3
Fc1ccc(C2=CCN(C(c3ccc(Cl)cc3)c3nnnn3Cc3ccccc3)CC2)cc1 (configuration not stated)	4	10	-0.1	36	-1	5	-6	-9	17
CCn1ccnc1CN1CCCC(C(=O)c2cc(F)ccc2OC)C1 (configuration not stated)	-3	1	0.3	-3	-5	6	-13	1	0
CCC(C)C1N=C(c2ccccc2)c2cc(Cl)ccc2N(CC(=O)NCc2ccco2)C1=O (configuration not stated)	5	-1	0.8	14	6	13	-11	-3	9
CC1=NN(c2ccccc2)C(=O)C1/C=C1\C(=O)NC(=O)N(c2cc(C)cc(C)c2)C1=O (configuration not stated)	-12	-4	-2.0	30	6	8	-2	-4	10
CCOC(=O)C1CCN(C=C2C(=O)N(C)C(=S)N(C)C2=O)CC1	3	8	0.8	16	-3	8	-21	-5	-5
O=P(NS(=O)(=O)c1ccccc1)(Oc1ccccc1)Oc1ccccc1	-13	1	-2.2	13	2	12	-5	8	7[fluorescence artefact?]
CNC(=O)Oc1ccc2ncccc2c1	-7	-4	0.9	16	3	6	-10	4	-7
O=c1c2ccccc2nc(-c2ccco2)n1-c1ccccn1	-15	11	1.6	31	0	16	-3	1	-2
CCn1cc(C(=O)c2ccccc2)c2ccccc21	10	-3	-0.8	-12	6	4	-11	-5	2
O=P(CCl)(Nc1ccccc1)C(Cl)(Cl)Cl (configuration not stated)	-5	0	1.0	21	2	10	-14	7	2

Whole records, looked up by structure.
CC1=NN(c2ccccc2)C(=O)C1/C=C1\C(=O)NC(=O)N(c2cc(C)cc(C)c2)C1=O (configuration not stated) as listed: NPY1 pot ag = -12; NPY-Y1 antag = -4; S1P4 agonist = -2.0; EP2 modulator = 30; p97 inhibitor = 6; PGE2 EP2 inh = 8; S1P4 antag = -2; NPY2 pot ag = -4; eIF4E 4G PPI = 10
CCOC(=O)C1CCN(C=C2C(=O)N(C)C(=S)N(C)C2=O)CC1 as listed: NPY1 pot ag = 3; NPY-Y1 antag = 8; S1P4 agonist = 0.8; EP2 modulator = 16; p97 inhibitor = -3; PGE2 EP2 inh = 8; S1P4 antag = -21; NPY2 pot ag = -5; eIF4E 4G PPI = -5

A portion of the library; the hit share may differ from the screen's.
